G6PDH counter: L. mesenteroides G6PDH inhibition counter-screen. Purified L. mesenteroides G6PDH, diaphorase/resazurin coupled fluorescence, 45 min. inhibition, % at 5 µM. hit rate 0.12% among 200,000. AID 1020; in the data active = inhibition above about 50%
APP transl inh: APP translation inhibition; SH-SY5Y APP 5'UTR-luciferase reporter, luminescence; inhibition, % at 2 µM; hit rate 0.82% among 190,000;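 active = inhibition above a set limit, derived from the sample mean plus 3 SD, cut at about 45% in these data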; also: values of inactives mirror those of a sister screen read the other way
APP 5'UTR act: APP 5'UTR luciferase reporter activation; activation, % at 2 µM; hit rate 1% among 190,000; SH-SY5Y APP 5'UTR luciferase reporter, luminescence; zero percent = DMSO vehicle wells;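 active = activation above a set limit, based on mean plus 3 SD of controls, cut at about 140% in these data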; also: values of inactives mirror those of a sister screen read the other way
Diaphorase act: activates diaphorase or chemically reduces, flagging diaphorase assay artifacts; Diaphorase/resazurin coupled assay, resorufin fluorescence, 16 min; stronger effect = higher value; 1 = vehicle wells, 0 = NADH-free wells; activation factor at 20 µM; hit rate 0.005% among 190,000;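 active = diaphorase activity raised at least twofold by the compound at 20 µM; inactive = activation factor below 2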
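Material: purified diaphorase enzyme from Clostridium kluyveri; Also added: 0.114 mM NADH and 0.1 mM resazurin, final amounts; Doses: single compound dose of 20 µM, 1% DMSO final; Times: 16 min enzyme reaction, ambient temperature; Detection: resorufin fluorescence, excitation 544 nm, emission 590 nm; Measure: increased resorufin signal from activators or reducing compounds.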
FLuc inhib CS: counter-screen for luciferase assay inhibitors: firefly luciferase inhibition; P08659; AID 1006; hit rate 1.5% among 200,000; inhibition, % at 10 µM; ATPLite firefly luciferase biochemical luminescence, 10 min;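 active = inhibition above about 50% when tested at 10 µM, limit read from the data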
STAT1 activator: activators of IFN-gamma induced STAT1 signaling | NIH 3T3 STAT1-luciferase reporter, luminescence; 100% = IFN-gamma alone, no compound | activation (% of control), % at 5.5 µM | hit rate 2.6% among 200,000;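 active = activation above the screen-wide mean activation plus 3 SD, cut at about 130% in these data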;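 also: raw ratio to IFN-gamma control signal so 100% means no change and 0% no light; values of inactives mirror those of a sister screen read the other way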
FLuc stim CS: affects firefly luciferase, flagging false hits in luciferase stimulation screens; activation factor at 10 µM; P08659; ATPlite luciferase biochemical, luminescence, 10 min; 0 = ATP-free wells, 1 = DMSO control; 200,000 tested, under 10 active;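 active = luciferase activation factor, scaled between plate controls, of at least 2 with compound at 10 µM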
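System: Luciferase/luciferin detection reagent, cell-free biochemical luciferase assay | Medium: PBS buffer for ATP | Dosing: Test compounds dosed from 2 mM stocks in 100% DMSO | Timing: 10 min at ambient temperature | Signal: Luminescence measurement of luciferase light output | Evaluation: Luciferase activation, seen as luminescence increase over controls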
Diaph inh CS: inhibits diaphorase or chemically oxidizes, flagging diaphorase assay artifacts | diaphorase resazurin-to-resorufin fluorescence, NADH, 16 min; bacterial (C. kluyveri) enzyme, not human | inhibition, % at 20 µM | hit rate 0.69% among 190,000 | AID 1217;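 active = primary screen inhibition at 20 µM above a set limit, cut at about 50% in these data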;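 also: plate controls were DMSO with full reaction for no effect and wells lacking NADH for full effect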
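Assay system: diaphorase enzyme from Clostridium kluyveri. Quantity: enzyme working solution with 0.14 U/mL diaphorase. Schedule: reaction incubation of 16 min at room temperature. Technique: resorufin fluorescence, excitation 544 nm, emission 590 nm. Controls: No-NADH positive control and DMSO neutral control.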
NF-kB expr up: NF-kB expression increase, human neuronal cells; AID 1239; NF-kB reporter expression; stronger effect = higher value; hit rate 1.6% among 190,000; fold change at 12.5 µM; in the data active = fold change above about 3.3
TLR4-MyD88 BLA: inhibitors of human TLR4-MyD88 binding; hit rate 0.18% among 200,000; O00206+Q99836; inhibition, % at 8.4 µM; HeLa CL3-4 TLR4/MyD88 BLA complementation, FRET ratio; in the data active = inhibition above about 25%;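 also: 0% = vehicle and 100% = reference inhibitor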
Target sequence (O00206 whole entry, looked up): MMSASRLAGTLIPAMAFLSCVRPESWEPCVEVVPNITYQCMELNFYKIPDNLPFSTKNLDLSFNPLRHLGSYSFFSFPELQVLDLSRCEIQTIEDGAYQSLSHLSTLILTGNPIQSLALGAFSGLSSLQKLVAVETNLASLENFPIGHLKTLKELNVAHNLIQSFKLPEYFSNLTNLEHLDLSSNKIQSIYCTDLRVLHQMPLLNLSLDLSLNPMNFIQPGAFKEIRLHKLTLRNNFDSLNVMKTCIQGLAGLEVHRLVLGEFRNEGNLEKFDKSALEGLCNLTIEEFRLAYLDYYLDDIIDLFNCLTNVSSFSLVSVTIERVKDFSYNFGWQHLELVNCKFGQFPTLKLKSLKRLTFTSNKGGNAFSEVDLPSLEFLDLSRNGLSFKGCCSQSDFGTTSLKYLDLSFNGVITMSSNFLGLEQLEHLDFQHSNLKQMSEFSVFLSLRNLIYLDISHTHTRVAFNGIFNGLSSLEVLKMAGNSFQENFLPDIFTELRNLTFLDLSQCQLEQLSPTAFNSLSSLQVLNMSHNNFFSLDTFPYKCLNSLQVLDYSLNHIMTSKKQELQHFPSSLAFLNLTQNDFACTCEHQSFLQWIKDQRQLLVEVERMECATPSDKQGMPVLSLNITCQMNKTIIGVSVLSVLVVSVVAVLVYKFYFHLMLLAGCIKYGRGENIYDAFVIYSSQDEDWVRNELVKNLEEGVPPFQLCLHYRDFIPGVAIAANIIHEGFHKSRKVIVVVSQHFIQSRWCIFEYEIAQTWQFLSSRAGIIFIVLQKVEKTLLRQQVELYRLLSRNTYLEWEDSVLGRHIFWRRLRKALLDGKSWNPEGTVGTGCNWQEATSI
Target sequence (Q99836 whole entry, looked up): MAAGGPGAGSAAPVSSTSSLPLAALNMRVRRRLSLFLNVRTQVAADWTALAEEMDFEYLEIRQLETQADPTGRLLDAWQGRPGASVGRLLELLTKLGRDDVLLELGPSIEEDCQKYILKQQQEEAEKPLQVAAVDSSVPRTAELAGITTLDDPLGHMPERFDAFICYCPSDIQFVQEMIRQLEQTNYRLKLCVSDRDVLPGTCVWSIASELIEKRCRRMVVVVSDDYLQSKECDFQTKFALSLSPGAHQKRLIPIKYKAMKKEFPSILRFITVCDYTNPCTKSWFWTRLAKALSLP
Starred values were filed as active, the others as inactive; x = no result given.

SMILES	G6PDH counter	APP transl inh	APP 5'UTR act	Diaphorase act	FLuc inhib CS	STAT1 activator	FLuc stim CS	Diaph inh CS	NF-kB expr up	TLR4-MyD88 BLA
C=CCOC(=O)C1=C[C@@H](c2ccc(Br)cc2)C[C@@H](OCc2ccc(CO)cc2)O1	9	-2	2	0.7	44	102	0.6	35	1	-5
CCC(C)C1C(C#N)=C(N)Oc2n[nH]c(-c3ccccc3)c21 (centres undefined)	6	4	-4	0.8	-6	104	1.1	24	0.97	-10
O=C(Oc1ccccc1C(=O)N1CCOCC1)c1cccc(Br)c1	5	8	-8	0.9	-4	98	1	10	1.1	-3
N#Cc1cc(-c2ccccc2)nnc1Sc1ccccc1	8	20	-20	0.9	-3	98	1	8	1.2	2
CCOC(=O)C1CCN(C(=O)c2ccco2)CC1	8	-7	7	1	-9	90	1.1	4	0.95	11
COC(=O)c1ccc(C)c(NC(=O)c2c(-c3ccccc3)noc2C)c1	10	14	-14	0.9	-3	93	1	6	1.1	-3
CC(C)CN1C(=O)c2ccc(NC(=O)c3ccco3)cc2C1=O	17	-9	9	1.1	21	130*	0.8	-8	1.1	1
Cc1cc(=O)[nH]c(-c2ccccc2)n1	3	-13	13	0.9	-6	102	1.1	13	1.2	16
CCN(CC)CCn1c(NCc2ccc3c(c2)OCO3)nc2ccccc21	17	-22	22	0.8	-5	91	1	19	x	-14
Cc1c(C(=O)Nc2cccc(C(F)(F)F)c2)oc2ccc(S(=O)(=O)N3CCOCC3)cc12	3	-9	9	0.8	-2	98	1	22	0.85	8
COc1ccc(-c2cc(C(=O)Nc3c(C)nn(Cc4ccccc4)c3C)no2)cc1	1	13	-13	0.9	0	88	1	13	0.99	7
O=C(Cn1ncc2c1-c1ccccc1OC2)N1CCN(Cc2ccc3c(c2)OCO3)CC1	0	-15	15	0.7	-4	95	1	34	0.9	6
O=C(CSc1nc(C2CC2)nc2ccccc12)N1c2ccccc2Sc2ccccc21	-31	3	-3	0.9	-7	100	1.1	10	0.71	12
CCOc1ccc(C2CC(=O)NC3=C2C(=O)CCC3)cc1 (centres undefined)	-2	1	-1	0.9	-6	99	1.1	6	0.84	7
COc1cccc(CNC(=O)C(c2ccc(Cl)cc2)C(C)C)c1 (centres undefined)	-6	-1	1	0.8	-7	91	1.1	17	1.1	-6
O=C(Cn1c(=O)oc2cc(S(=O)(=O)N3CCCC3)ccc21)NCc1ccccn1	28	10	-10	1	-5	103	1	-1	1.1	-12
O=C(O)/C=C/c1cn(-c2ncc(C(F)(F)F)cc2Cl)c2ccccc12	6	-9	9	0.8	-1	101	1	16	0.99	6
COc1ccc(C2=Nn3c(nnc3-c3ccc(OC)cc3)SC2)cc1	-2	93*	-93	0.9	0	107	1	5	2.2	-2
CCN1/C(=C\C=C(C(C)=O)C(C)=O)Sc2ccccc21	12	8	-8	1	3	95	1	2	0.91	-5
CC(C)COc1ccc(C(=O)N(Cc2ccco2)C2CCS(=O)(=O)C2)cc1 (centres undefined)	-4	x	x	0.8	-7	101	1.1	19	0.89	4
C/C(CC(=O)N1CCN(C=O)CC1)=N\NC(=O)c1cccc([N+](=O)[O-])c1	15	-24	24	1	-3	106	1	3	1.1	-10
Cc1c(C)n2c3c(cccc13)CC2	4	-18	18	1	-2	100	1	0	1.2	-16
O=C(CCS(=O)(=O)c1ccccc1)Nc1nc(-c2ccccn2)cs1	x	-6	6	x	x	101	x	x	x	6
Cc1nonc1N1CCN(Cc2cn[nH]c2-c2ccc3c(c2)OCO3)CC1	5	10	-10	0.8	-4	96	1	15	1.4	0
COCC(C)N=C1NN=C(c2c[nH]c3ccccc23)CS1 (centres undefined)	4	-6	6	1	33	107	0.7	1	1.6	14
Next compounds:
SMILES	G6PDH counter	APP transl inh	APP 5'UTR act	Diaphorase act	FLuc inhib CS	STAT1 activator	FLuc stim CS	Diaph inh CS	NF-kB expr up	TLR4-MyD88 BLA
CCOc1ccc(-c2nnn(CC(=O)NCc3ccc(F)cc3)n2)cc1OCC	6	1	-1	1	0	109	1	4	0.53	-2
CC1(C)CC(=O)C2=C(C1)N(c1ccccc1)C(=O)CC2c1ccsc1 (centres undefined)	2	2	-3	0.9	-6	97	1.1	14	1	-5
NC(=O)c1ccc(C(F)(F)F)cn1	10	-2	2	1	0	104	1	4	1.1	3
CCN(CC)CCCn1c(C)cc2c(c1=O)C(c1ccccc1)C(C#N)=C(N)O2 (centres undefined)	0	-9	9	0.9	-6	99	1.1	14	1.2	8
O=C(c1ccccc1-c1ccccc1)N1CCCC1	13	-4	4	1	-9	95	1.1	4	0.82	-15
O=C1Nc2ccccc2S/C1=C/Nc1cccc(Cl)c1	-2	-12	12	0.8	-1	130*	1	24	2	4
Cc1cccc(C(=O)Nc2ccccc2SCC(=O)Nc2ccc(C)c(Cl)c2)c1	-6	4	-4	0.9	-4	100	1	8	1.6	-12
O=C(CCCSc1nc2ccccc2[nH]1)N1CCN(c2ccc([N+](=O)[O-])cc2)CC1	2	1	-1	0.8	-6	88	1.1	22	0.81	11
COC(=O)C1C(=O)C=C(Nc2ccc(F)cc2)CC1c1ccc(OC)cc1 (centres undefined)	-10	-5	5	0.8	-3	112	1	17	1.9	2
C/C(N)=C(/C#N)C(=O)CSc1ccc2c(c1)OCCO2	-6	-57	57	0.9	7	113	0.9	11	2.2	5
CCCC1CCC(c2ccc(C(N)=O)cc2)CC1 (centres undefined)	2	8	-8	1	-9	99	1.1	1	1	-10
COc1cccc(/C=C/C(=O)OCC(=O)NCc2ccco2)c1OC	3	-11	11	0.8	0	109	1	20	1.1	-4
Cc1cc(C)c(S(=O)(=O)N2CCN(C(=O)N(C)C)CC2)c(C)c1	14	10	-10	x	-8	98	1.1	x	1.1	-9
CC(C)OCCCn1c(=NC(=O)c2ccncc2)c(C#N)cc2c(=O)n3ccccc3nc21	-1	-15	15	0.8	-4	105	1	24	0.77	-36
CCCN(CCC)CC(O)COc1ccc([N+](=O)[O-])cc1 (centres undefined)	12	8	-8	0.9	2	92	1	11	0.92	0
Cn1c(=O)[nH]c(=O)c2c1nc(Sc1ncccn1)n2CCCc1ccccc1	1	9	-9	0.9	-5	107	1.1	9	1.1	-1
COc1cc(CN2CCC(C(=O)N3CCN(c4ccccc4F)CC3)CC2)cc(OC)c1OC	4	-6	6	0.8	0	102	1	17	1.3	0
C=C(C)CSc1nnc([C@@H](NC(=O)OC(C)(C)C)C(C)CC)o1 (some centres undefined)	14	12	-12	0.8	-2	86	1	22	1	-2
COc1cc(C(=O)OCn2nnc3ccccc3c2=O)cc(OC)c1OC	5	3	-3	0.9	0	90	1	13	1.1	-4
O=C(C1=C[C@@H](c2ccccc2)C[C@@H](OCc2ccc(CO)cc2)O1)N1CCCCCCC1	15	-3	3	0.8	1	104	1	20	0.99	-2
Cn1c(COc2ccc3ccccc3c2)nnc1SCC(=O)OC1CCCCC1	5	-7	7	0.9	-8	101	1.1	11	1.1	18
Oc1ccc(N2CCN(Cc3ccc(OCCCN4CCCCC4)cc3)CC2)cc1	10	9	-9	1.1	-4	96	1	-10	1.2	-9
CCNC(=S)Nc1ccc(-c2nc3ccccc3[nH]2)cc1	0	-110	110	0.9	51*	132*	0.5	10	2.6	-9
O=C(O)Cc1ccccc1C(=O)O	-2	6	-7	0.9	-6	99	1.1	11	0.95	7
Clc1ccc(CSc2ccc(-c3ccccn3)nn2)cc1	0	-53	53	1	0	126	1	-2	1.9	7

Ordered by molar mass (largest number first): part of the list above
SMILES	G6PDH counter	APP transl inh	APP 5'UTR act	Diaphorase act	FLuc inhib CS	STAT1 activator	FLuc stim CS	Diaph inh CS	NF-kB expr up	TLR4-MyD88 BLA
COC(=O)C1C(=O)C=C(Nc2ccc(F)cc2)CC1c1ccc(OC)cc1 (centres undefined)	-10	-5	5	0.8	-3	112	1	17	1.9	2
NC(=O)c1ccc(C(F)(F)F)cn1	10	-2	2	1	0	104	1	4	1.1	3
O=C(O)Cc1ccccc1C(=O)O	-2	6	-7	0.9	-6	99	1.1	11	0.95	7

The list continues.
SMILES	G6PDH counter	APP transl inh	APP 5'UTR act	Diaphorase act	FLuc inhib CS	STAT1 activator	FLuc stim CS	Diaph inh CS	NF-kB expr up	TLR4-MyD88 BLA
COC(=O)CSc1nc(-c2ccc(F)cc2)cc(C(F)(F)F)n1	0	10	-10	0.8	-6	102	1.1	18	1.4	-8
CCOC(=O)c1c(C)c(C(=O)NCc2ccc3c(c2)OCO3)c(C)n1CC	6	2	-2	1	1	90	1	0	1.1	10
CN1/C(=C\C(=O)COC(=O)CNC(=O)c2ccc3ccccc3c2)C(C)(C)c2ccccc21	-4	-18	18	0.8	-7	100	1.1	15	0.82	-5
CN(c1ccccc1C(=O)NCc1ccccn1)S(C)(=O)=O	-7	-4	4	0.9	-6	109	1.1	7	0.94	3
Cc1occc1C(=O)Nc1cccnc1	24	-15	15	1.1	-1	98	1	-11	1.2	-12
CCOc1ccc(OCc2ccc(C(=O)Nc3cccc(C)n3)o2)cc1	-30	-17	17	0.7	-8	116	1.1	32	1.6	6
O=C(COC(=O)Cn1cnc2ccccc2c1=O)Nc1ccccc1Sc1ccc(Cl)cc1	-9	0	0	0.8	-17	110	1.2	23	0.98	7
O=C(Nc1ccccc1)N(C1=NCCCCS1)c1cccc2ccccc12	7	1	-1	0.9	3	100	1	8	1.2	16
N/C(=N\OC(=O)CCC1CCCC1)c1cccnc1	-9	-10	10	0.9	74*	100	0.3	13	1.5	17
Cc1ccc(S(=O)(=O)N2CCCC(c3nnc4n3-c3ccccc3SC4)C2)cc1 (centres undefined)	-7	1	-1	0.8	-8	93	1.1	25	0.9	11
Cc1cc(N2CCN(c3ccccc3)CC2)nc(NCc2ccccc2)n1	-2	8	-8	1.1	-3	102	1	-9	1.1	-5
CCN(CC)S(=O)(=O)c1ccc(C(=O)OCC(=O)NCCN2C(=O)CSC2=O)cc1	5	8	-8	0.9	-2	103	1	8	1.1	-11
CN(C)S(=O)(=O)c1ccc(N=Cc2c(C(F)(F)F)[nH][nH]c2=O)cc1	3	-7	7	1	-6	100	1.1	1	1	5
Cc1cc(Nc2cccc(F)c2)n2ncnc2n1	13	-17	17	0.9	-11	100	1.1	7	1.2	-10
Cc1ncsc1C(=O)N1N=C2/C(=C/c3ccccc3)CCCC2C1c1ccccc1 (centres undefined)	3	-16	17	0.8	-8	95	1.1	24	0.76	-10
COc1cccc(/C=N/NC(=O)CN(C2=NS(=O)(=O)c3ccccc32)c2ccccc2)c1	-1	3	-3	0.9	-7	89	1.1	13	1.3	9
O=C1NC2C(NC(=O)N2C2CCCCC2)N1C1CCCCC1 (centres undefined)	-7	-8	8	0.9	-5	96	1	10	0.99	1
CCC1(C)NC(=O)N(CC(=O)Nc2sc3c(c2C(N)=O)CCC3)C1=O (centres undefined)	3	22	-22	0.8	-4	96	1	15	0.93	10
COc1ccc(NC(=O)Cn2nc(C(F)(F)F)c3c2CCCC3)cc1OC	1	13	-13	0.9	-2	93	1	7	0.68	3
